# From PubChem BioAssay
# Myeloid diff 2: promotes myeloid progenitor differentiation; calls only at 10 µM; ER-HoxA9 myeloid progenitors, lysozyme-GFP differentiation, flow cytometry; 1% of 360,000 active; AID 624256;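 active means normalized GFP-positive differentiation at or above the plate's own cutoff, the solvent-only control mean plus 3 SD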;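 further: cells exposed to compound for four days before flow analysis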
# HIV fusion peptide: inhibitors of HIV fusion peptide binding, primary screen, biochemical, uHTS, fluorescence dequenching (AID 1986); cell-free peptide binding, fluorescence dequenching, 30 min; higher % means a stronger effect; one-dose inhibition, % at 20 µM; IC50 in µM for titrated hits; 0.3% of 290,000 active; in the data active means inhibition mostly above about 52%, no sharp cut-off; inactive means mostly below about 76%; further: some results filed as inactive read as strong as hits
# NTR1 ag: NTR1-driven beta-arrestin-GFP spot formation – imaging, U2OS cells, high content, primary screen (AID 493036) | P30989 | agonist mode | activation, % at 20 µM | 0.17% of 330,000 active;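 active means activation at or above 40% of the spot to cytoplasm intensity ratio, with at least 20 cells analyzed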;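 further: 0% = DMSO without peptide and 100% = 100 nM NTR1 peptide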
# Target sequence (P30989 whole entry, looked up): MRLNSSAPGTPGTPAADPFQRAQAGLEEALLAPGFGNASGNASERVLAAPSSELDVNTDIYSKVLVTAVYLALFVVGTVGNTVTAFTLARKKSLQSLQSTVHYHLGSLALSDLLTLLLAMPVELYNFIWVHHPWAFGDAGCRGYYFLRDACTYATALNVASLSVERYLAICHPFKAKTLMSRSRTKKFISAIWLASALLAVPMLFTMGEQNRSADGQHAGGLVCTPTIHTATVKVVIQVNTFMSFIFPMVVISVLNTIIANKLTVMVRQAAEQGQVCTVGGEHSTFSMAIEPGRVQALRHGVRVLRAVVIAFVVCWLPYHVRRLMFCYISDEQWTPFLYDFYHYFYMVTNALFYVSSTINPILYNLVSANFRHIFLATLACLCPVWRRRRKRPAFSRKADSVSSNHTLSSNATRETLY
# Siah-1 displacement: Siah-1 peptide-binding antagonists, primary screen, biochemical, fluorescence polarization, rhodamine-plectin, uHTS (AID 1817); Siah-1 / rhodamine-plectin peptide fluorescence polarization; higher % means a stronger effect; displacement, % at 20 µM; hits with a dose series show IC50 in µM; 0.02% of 290,000 active;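 active means displacement of at least 50% at 20 µM, with a fluorescence ratio check between 0.3 and a set limit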;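 further: plate controls were Siah plus tracer with DMSO for no effect and tracer alone without Siah for full effect; strong numbers were not always called active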
# LYP inhibition: PTPN22 lymphoid phosphatase activity blockers – biochemical, fluorescence intensity, uHTS (AID 1779) | 0.054% of 290,000 active | one-dose inhibition, % at 11.5 µM; IC50 in µM for titrated hits | recombinant LYP phosphatase, fluorescence intensity; higher % means a stronger effect; in the data active means inhibition above about 50%;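 further: plate controls were vehicle with enzyme for no effect and no enzyme for full effect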
# Rac1 GTP hydrolysis: MgcRacGAP GTPase-activating activity inhibitors, confirmation, biochemical, ADP Hunter fluorescence; MgcRacGAP-stimulated Rac1 GTP hydrolysis, ADP Hunter fluorescence; higher % means a stronger effect; GST-tagged Rac1 F28L mutant substrate; inhibition, % at 30 µM, or IC50 in µM where a hit was titrated; 0.6% of 340,000 active;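 active means first-screen hits whose inhibition reached a set limit at any dose in the follow-up dose series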;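 further: fluorescence reports GDP produced by GAP-driven GTP hydrolysis; strong numbers were not always called active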
# PhoP inhibition: PhoP-dependent GFP reporter repression – Salmonella Typhimurium, primary screen (AID 1863); S. Typhimurium PhoP-regulated promoter GFP reporter, 4 h; higher % means a stronger effect; inhibition, % at 50 µM, or IC50 in µM where a hit was titrated; 0.16% of 300,000 active;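 active means inhibition over 29.93%, a cutoff 3 SD above the screen mean, later confirmed by dose response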;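 further: 0% = low Mg2+ inducing control and 100% = high Mg2+ repressing control; strong numbers were not always called active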
# GPR55 antagonists: GPR55 antagonists blocking LPI-driven arrestin recruitment, primary screen, imaging, U2OS, beta-arrestin-GFP, LPI agonist (AID 2013); one-dose inhibition, % at 10 µM; IC50 in µM for titrated hits; U2OS GPR55 beta-arrestin-GFP translocation imaging, LPI antagonism; higher % means a stronger effect; 0.13% of 290,000 active;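 active means spots per cell inhibited over 60%, with over 100 cells counted and total cytoplasm intensity under 500,000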;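 further: U2OS cells stably carrying GPR55 and arrestin-GFP stimulated by 5 µM LPI near EC80; imaged beta-arrestin-GFP aggregate spots per cell after agonist stimulation; plate controls were LPI-stimulated DMSO wells for no effect and DMSO wells without LPI for full effect; some results filed as inactive read as strong as hits; confirmed hits need IC50 under 10 µM and bright autofluorescent wells are also inconclusive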
# GPR35 antagonists: GPR35 antagonists blocking zaprinast-driven arrestin recruitment, primary screen, imaging, U2OS, beta-arrestin-GFP, zaprinast agonist (AID 2058) | U2OS GPR35 beta-arrestin-GFP translocation imaging, zaprinast antagonism; higher % means a stronger effect | 0.052% of 290,000 active | inhibition, % at 10 µM, or IC50 in µM where a hit was titrated;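 active means inhibition of at least 50% with at least 30 cells and total cytoplasm GFP at most 10,000,000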
# NTR1 ag cell count 20 µM: recorded beside NTR1 ag, whose call it bears; cell count; measured here: cell count, cytotoxicity flag
# Myeloid diff 2 GFP+ MAC1+ %: second read-out of Myeloid diff 2, no call of its own (marks repeat the call); GFP+ MAC1+ double positive, %; measured here: differentiation confirmed by MAC1 staining
# An asterisk follows results filed as active; i = inactive; nt = no result given; + = active, no number.
SMILES,Myeloid diff 2,Myeloid diff 2 GFP+ MAC1+ %,HIV fusion peptide,NTR1 ag,NTR1 ag cell count 20 µM,Siah-1 displacement,LYP inhibition,Rac1 GTP hydrolysis,PhoP inhibition,GPR55 antagonists,GPR35 antagonists
Cn1ccnc1Sc1ccc(C(N)=O)cc1[N+](=O)[O-],i,0.2,1.8%,3.5,59,5%,1%,11%,3%,5%,1%
COc1ccc(N(C)C(=O)c2cnc(N3CCN(c4ncccn4)CC3)c3ccccc23)cc1,i,1.0,-0.4%,1.6,84,3%,0%,3%,6%,8%,9%
Cc1cccc(C(=O)NCC(c2cccs2)N2CCOCC2)c1 (centres undefined),i,0.3,nt,0.3,69,nt,nt,4%,-1%,nt,nt
CC(=O)OC1COC(N2CCc3cc(Br)c([N+](=O)[O-])cc32)C(OC(C)=O)C1OC(C)=O (centres undefined),i,1.4,-1.5%,0.3,94,0%,-7%,0%,6%,-3%,9%
O=C(Cc1ccc(-c2ccccc2)cc1)NNC(=S)NCc1ccco1,i,0.1,-1.4%,3.0,40,11%,-7%,10%,-6%,7%,-4%
CCCCCC[n+]1c(-c2ccccc2)csc1Nc1ccccc1,i,0.1,4.1%,4.8,56,3%,7%,6%,-6%,9%,-9%
CCN1C(=O)/C(=C\c2ccc(F)cc2)N=C1SCC(=O)NCc1ccco1,i,0.4,2.4%,0.5,78,4%,3%,-8%,-8%,6%,18%
COC(=O)COc1ccc(S(=O)(=O)Nc2ccc3c(c2)OCO3)cc1,i,4.5,-2.0%,12,42,-5%,-6%,10%,12%,12%,5%
Cc1cc2oc(=O)c3c(c2cc1OCc1nn[nH]n1)CCCC3,i,0.9,-0.7%,-0.8,69,0%,-5%,2%,-2%,8%,4%
Cn1ccc(C(=O)OCC(=O)Nc2cccc3ccccc23)n1,i,0.7,-0.8%,-1.2,65,9%,-9%,3%,4%,-15%,-25%
Cc1ccc(S(=O)(=O)Nc2cccc(C(=O)NCC3(N4CCCCC4)CCCCC3)c2)cc1F,i,0.8,nt,-0.4,58,nt,nt,3%,-3%,nt,nt
CNC(=O)c1c(NC(=O)c2ccco2)sc2c1CCCC2,i,3.6,-1.8%,5.3,52,-4%,-7%,5%,-8%,-20%,-5%
Cc1ccc(S(=O)(=O)N2CCN(C(=O)CSc3nc4ccccc4c(=O)[nH]3)CC2)c(C)c1,i,0.0,1.8%,1.2,73,-4%,-3%,8%,-15%,-14%,-13%
CCOc1cc(/C=C2/SC(=S)N(Cc3ccccc3)C2=O)ccc1O,+,0.3*,3.7%,-1.2,63,-6%,-5%,5%,0%,-1%,10%
COC(=O)c1ccccc1S(=O)(=O)NC(=O)c1ccccc1,i,1.2,1.3%,-1.0,43,7%,-4%,10%,-9%,-2%,-8%
CN(C)c1ccc(C2CNC(c3ccc(Cl)c([N+](=O)[O-])c3)c3[nH]c4ccccc4c32)cc1 (centres undefined),i,0.8,-2.1%,7.0,63,6%,-5%,11%,-5%,5%,-9%
CCCC(=O)c1cc(F)c(N2CCN(CCC#N)CC2)cc1C,i,0.6,-0.6%,2.4,82,-4%,-7%,-2%,27%,2%,3%
CCc1cc(CNC(=O)C2CCC(=O)N(CCc3cccc(F)c3)C2)on1 (centres undefined),i,1.4,1.3%,0.3,71,9%,-13%,6%,nt,7%,1%
CC(OC(=O)c1ccc(NC(=O)CC#N)cc1)C(=O)Nc1ccc(Oc2ccccc2)cc1 (centres undefined),i,2.6,4.9%,1.0,57,8%,-4%,8%,2%,5%,-16%
O=C(C1CCN(Cc2ccc(OCc3ccccc3)cc2)CC1)N1CCCC1,i,0.6,-0.7%,-0.3,64,-3%,-7%,13%,-11%,10%,-2%
CC(C)N1CCN(Cc2ccc(C#CCCO)cc2)CC1CCO (centres undefined),i,0.1,1.1%,-1.5,76,0%,-5%,4%,-4%,-2%,8%
COC(=O)c1ccc(NC(=O)C2C3C=CC(C3)C2C(=O)O)cc1 (centres undefined),i,0.5,-1.5%,-0.8,84,3%,-8%,13%,3%,5%,-12%
COC(=O)c1c(SCC(=O)Nc2ccc(C)c(C)c2)nc(=O)[nH]c1C,i,0.0,-1.2%,-0.1,61,-1%,-6%,8%,10%,12%,2%
O=C(COc1ccccc1Cl)Nc1ccccc1C(=O)NC1CC1,i,1.0,nt,2.9,51,nt,nt,1%,13%,nt,nt
Clc1ccccc1Nc1nc(-c2ccncc2)nc2ccccc12,i,0.3,0.6%,6.3,103,4%,-5%,9%,-4%,3%,10%
O=C(NC1=NCCS1)c1cc2ccccc2o1,i,0.8,-2.4%,-0.5,49,1%,-4%,4%,10%,3%,-6%
N#CC1=C(N)SC(N)=C(C#N)C1c1c(Cl)cccc1Cl,i,2.0,-0.1%,0.1,59,1%,-5%,12%,-4%,-6%,2%
Cc1ccc(-c2cc3nc(-c4ccccc4)cc(N4CCOCC4)n3n2)cc1,i,0.5,1.8%,nt,nt,-6%,-4%,7%,-8%,11%,8%
COc1ccc(C(=O)N2N=C3CC(C)(C)OCC3C2c2ccccc2)cc1 (centres undefined),i,1.2,1.8%,-1.6,70,9%,-12%,6%,-4%,13%,-3%
COC(=O)c1cc(OC)c(OC)cc1NC(=O)c1cc(-c2ccccc2)nc2ccccc12,i,6.8,-2.1%,6.8,51,6%,-2%,7%,-18%,22%,7%
O=C(O)CS(=O)CC(=O)NCc1cccc(C(F)(F)F)c1 (centres undefined),i,0.0,0.1%,-1.9,92,-4%,-6%,6%,-5%,-8%,-9%
COc1ccc(-c2nc(-c3ccccc3)c(-c3cc([N+](=O)[O-])ccc3C)[nH]2)cc1OC,i,0.8,-3.5%,2.7,76,0%,1%,-38%,-2%,9%,4%
O=[N+]([O-])c1cc(/C=N/N2CCN(Cc3ccccc3)CC2)ccc1Cl,i,1.2,-1.9%,1.4,55,-2%,-1%,0%,-1%,9%,4%
N=c1c(C(=O)NCc2ccc(F)cc2)cc2c(=O)n3ccccc3nc2n1CCCN1CCOCC1,i,1.1,1.0%,0.3,49,-1%,-22%,12%,-18%,-1%,-2%
COc1cc(OC)cc(C(=O)N[C@H](C(=O)OCC(=O)Nc2ccc(C(N)=O)cc2)C(C)C)c1,i,0.2,-0.7%,1.1,83,-4%,-7%,9%,45%,9%,-10%
CCOC(=O)C1=C(O)C(=O)N(Cc2cccnc2)C1c1ccc(C)cc1 (centres undefined),i,0.1,-1.6%,0.8,48,15%,-3%,3%,2%,1%,12%
Cc1nnc(-c2cccc(Br)c2)c2cn(-c3ccc(Br)cc3)nc12,i,1.7,2.3%,-1.1,96,-3%,6%,3%,-3%,0.91µM*,4%
OCCC1CN(Cc2ccc(-c3ccco3)cc2)CCN1Cc1ccsc1 (centres undefined),i,0.0,-1.8%,0.2,61,1%,-4%,7%,-1%,12%,7%
COc1cccc(-c2csc(N3CCN(S(=O)(=O)c4ccc(F)cc4)CC3)n2)c1,i,5.6,2.7%,-0.2,78,2%,-2%,5%,-10%,2%,-8%
O=C(CN1C(=O)S/C(=C\c2ccc(-c3cc(C(=O)O)ccc3Cl)o2)C1=O)Nc1ccc2c(c1)OCO2,i,0.8,68%,0.7,54,15%,-2%,14%,-6%,-4%,-2%
CCOC(=O)CC1C(=O)NCCN1C(=O)c1ccc(Cl)c(Cl)c1 (centres undefined),i,0.2,-2.2%,-2.5,92,-3%,-6%,15%,4%,12%,-2%
C=C1CCN(c2ccc(C(=O)NCc3ccccc3)cc2[N+](=O)[O-])CC1,i,0.2,-1.3%,-5.2,87,0%,3%,11%,9%,6%,0%
Cc1cc(C(=O)Nc2ccc3nc(C)sc3c2)c2ccccc2n1,i,0.5,1.6%,4.0,55,2%,-7%,8%,-8%,-2%,2%
CCOC(=O)N1CCN(c2ccc3nnnn3n2)CC1,i,1.1,0.5%,-1.5,65,2%,-3%,8%,-2%,5%,-12%
CCOC(=O)Cc1cnc(NC(=O)CSc2nc(C(C)C)cc(=O)[nH]2)s1,i,1.4,0.6%,1.6,32,-7%,-4%,8%,-4%,-3%,-29%
CNC(=O)c1ccc(Nc2nnc(-c3ccc(C(N)=O)cc3)c3ccccc23)cc1,i,0.6,2.1%,0.0,63,15%,-1%,3%,-7%,6%,11%
COCCNC(=O)C(=O)N/N=C(\C)CC(=O)Nc1cccnc1,i,0.2,0.7%,-0.5,61,1%,2%,0%,1%,2%,4%
Cc1cc(NC(=O)Cn2cnc3c(nnn3-c3ccc(C)c(Cl)c3)c2=O)no1,i,0.5,-1.8%,-1.1,62,-3%,-11%,9%,-1%,16%,-7%
O=c1cc(N2CCN(c3ccccc3)CC2)[nH]c(=O)n1-c1ccccc1Cl,i,1.1,0.5%,0.1,65,4%,-10%,11%,-4%,-4%,4%
COc1ccccc1S(=O)Cc1ccc(C(=O)O)o1 (centres undefined),i,4.1,1.0%,-2.2,56,2%,0%,10%,-1%,10%,2%
Cc1ccc(S(=O)(=O)N2CCN(C(=O)Cc3c(F)cccc3Cl)CC2)cc1,i,1.7,nt,5.2,67,nt,nt,15%,7%,nt,nt
CC(=O)/C=C1/C(=O)Nc2ccccc21,i,0.3,-3.0%,6.6,44,2%,-10%,25%,4%,5%,-21%
COCCCn1c(SCC(=O)Nc2cccc(C)n2)nnc1-c1ccco1,i,0.9,-1.0%,-2.7,97,-2%,1%,0%,-2%,17%,-16%
O=C(O)c1ccc(-c2ccc(Cl)cc2Cl)o1,i,0.9,2.1%,0.6,58,1%,-10%,10%,-27%,2%,-3%
CC(/C=N\N1CCN(Cc2ccc(C)cc2)CC1)=C\c1ccccc1,i,0.2,-3.1%,1.9,67,0%,-6%,10%,10%,-1%,-3%
CC(C)NC(=O)c1onc(CSc2ccc(F)c(F)c2)c1C(=O)O,i,1.0,2.8%,1.2,75,-2%,-8%,11%,-3%,-9%,5%

# Two entries from above, bar-delimited:
SMILES | Myeloid diff 2 | Myeloid diff 2 GFP+ MAC1+ % | HIV fusion peptide | NTR1 ag | NTR1 ag cell count 20 µM | Siah-1 displacement | LYP inhibition | Rac1 GTP hydrolysis | PhoP inhibition | GPR55 antagonists | GPR35 antagonists
CC(C)N1CCN(Cc2ccc(C#CCCO)cc2)CC1CCO (centres undefined) | i | 0.1 | 1.1% | -1.5 | 76 | 0% | -5% | 4% | -4% | -2% | 8%
Cn1ccnc1Sc1ccc(C(N)=O)cc1[N+](=O)[O-] | i | 0.2 | 1.8% | 3.5 | 59 | 5% | 1% | 11% | 3% | 5% | 1%
